AmpC inh detg – qHTS Inhibitors of AmpC Beta-Lactamase (assay with detergent); P00811; AmpC hydrolysis of nitrocefin, absorbance 480 nm, 0.01% Triton; Potency, µM (top dose mostly 114 µM), for the others: top-dose activity change, negative = inhibition, actives largely listed as inhibitors; hit rate 0.041% among 370,000; AID 485294, 2010;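 note: potency is the fitted concentration of half-maximal effect; 0% = no-compound wells and -100% = no-enzyme wells; nearly all actives have a fitted effect of over 25% in size; some results filed as inactive show a strong effect at the top dose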
Target sequence (P00811 whole entry, looked up): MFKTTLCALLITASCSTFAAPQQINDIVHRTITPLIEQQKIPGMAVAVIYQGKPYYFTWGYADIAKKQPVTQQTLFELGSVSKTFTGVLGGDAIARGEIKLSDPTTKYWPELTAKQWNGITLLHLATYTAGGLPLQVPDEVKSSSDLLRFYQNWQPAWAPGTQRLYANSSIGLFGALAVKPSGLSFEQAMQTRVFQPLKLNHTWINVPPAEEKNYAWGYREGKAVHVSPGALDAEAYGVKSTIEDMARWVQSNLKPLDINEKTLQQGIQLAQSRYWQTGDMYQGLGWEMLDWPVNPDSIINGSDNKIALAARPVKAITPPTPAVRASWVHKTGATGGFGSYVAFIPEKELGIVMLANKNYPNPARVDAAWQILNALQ
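AmpC (5.3 nM in the dispensed reagent) in 20 mM phosphate pH 7.0 with 0.01% (detergent screen) or 0.0001% Triton X-100 was preincubated with compounds for 15 min at room temperature. Nitrocefin was then added from an 800 uM solution, and hydrolysis was followed at 480 nm.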
HCMV inh – qHTS Assay for inhibitors of the human cytomegalovirus (HCMV). hit rate 4.5% among 410,000. AID 1259415, 2018. HFF cells, HCMV-luciferase reporter, 72 h; active compounds read low. activity change, negative = inhibition, % at 57.5 µM; in the data active = activity change below about -60%; inconclusive = no clear call, values can overlap the other calls; inactive = above about -39%
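Steps: HFFs plated, 16 h 37C; compounds added; HCMV-luciferase added to MOI 1 PFU/cell; 72 h 37C; OneGlo reagent, 5 min room temperature; luminescence read, normalized to controls.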
AMA1 RON2 block – qHTS for Inhibitors of AMA1-RON; Towards Development of Antimalarial Drug Lead: Primary Screen; Potency, µM (series often up to 58.2 µM), inactives show top-dose activity change, negative = inhibition, actives largely listed as inhibitors; AID 720542, 2013; hit rate 0.2% among 360,000; AlphaScreen AMA1-biotinylated RON2 peptide binding; Plasmodium falciparum AMA1 (3D7) - RON2 peptide interaction;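 note: potency is the fitted concentration of half-maximal effect; 0% = vehicle wells and -100% = peptide control; nearly all actives have a fitted effect of over 45% in size; some results filed as inactive show a strong effect at the top dose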
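AMA1 (3D7) with his tag at 25 nM final met compounds first, then biotinylated RON2 peptide at 25 nM; detection used donor plus acceptor beads, 10 µg/mL apiece, read by AlphaScreen after 30 min at room temperature.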
HCV inh – qHTS Assay for Inhibitors of Hepatitis C Virus (HCV) | Huh7.5.1 HCVcc-Cre infection, luciferase reporter, 44 h | Potency, µM (doses to about 41.8 µM), inactives show top-dose activity change, negative = inhibition, hits mostly inhibitors | hit rate 3.4% among 340,000 | AID 651820, 2012; note: potency is the fitted concentration of half-maximal effect
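Whole-lifecycle infectious HCVcc-Cre system; cells 1,000/well, compound then virus (~0.5 moi) added 4 h after plating, 44 h culture. Luciferase read 15 sec following 15 min substrate incubation, room temp.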
FBPA Giardia inh – qHTS Assay for Inhibitors of Fructose-1,6-bisphosphate Aldolase from Giardia Lamblia; A8B2U2; AID 2451, 2010; hit rate 0.71% among 290,000; purified Giardia FBPA; Potency, µM (doses to about 59.6 µM), for inactives: top-dose activity, negative = inhibition, usual class: inhibitors; note: potency is the fitted concentration of half-maximal effect; nearly all actives have a fitted effect of over 55% in size
Target sequence (A8B2U2 whole entry, looked up): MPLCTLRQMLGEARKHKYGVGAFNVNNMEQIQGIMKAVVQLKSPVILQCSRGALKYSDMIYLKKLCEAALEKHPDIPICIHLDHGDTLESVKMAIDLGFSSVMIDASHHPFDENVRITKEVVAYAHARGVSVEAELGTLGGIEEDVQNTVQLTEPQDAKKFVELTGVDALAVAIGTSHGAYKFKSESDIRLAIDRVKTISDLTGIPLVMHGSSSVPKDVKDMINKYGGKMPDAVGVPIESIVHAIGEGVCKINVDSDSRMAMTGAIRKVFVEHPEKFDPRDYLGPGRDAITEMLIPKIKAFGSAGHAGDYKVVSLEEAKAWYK
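40 nM FBPA preincubated 10 min at RT with compound (up to 57.5 uM final), then substrate plus GAPDH/TPI/NAD/arsenate coupling and diaphorase/resazurin added. Fluorescence read after 20 min at RT, 525/598 nm.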
Sm TGR inh – qHTS Assay for the Inhibitors of Schistosoma Mansoni Peroxiredoxins | Schistosoma mansoni thioredoxin glutathione reductase (TGR), Q962Y6 | purified TGR, DTNB reduction, TNB absorbance 405 nm | Potency, µM (series often up to 114 µM), for inactives: at the highest dose activity change, negative = inhibition, actives largely listed as inhibitors | hit rate 3% among 360,000; note: potency is the fitted concentration of half-maximal effect; nearly all actives have a fitted effect of over 60% in size
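TGR 20 nM + NADPH 100 uM (dispensed conc.), cpd preinc 15 min RT; start with NADPH (500 uM addition) then DTNB (15 mM addition). Kinetic TNB absorbance, 405 nm filter. Four-parameter Hill fit across titration.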
* marks the source's active call; other numbers are inactive results; u = inconclusive; x = no result given; & = joins results of further samples; [ ] = dose if it differs, or a comment. Unless noted, calls come from the whole dose curve; as a rule, active = well fitted curve in the direction sought with a large enough effect; inconclusive = small, poorly fitted or top-dose-only effect, or another doubt; inactive = no such curve, though single readings can be large; an effect the other way counts as inactive or inconclusive. Unless noted, % is set by controls: 0 for no effect and ±100 for the full control effect.

1: O=c1c2cc(N3CCOCC3)ccc2[nH]c(=S)n1Cc1ccc(Cl)cc1
2: CC(C)(O)c1[nH]c2cc(F)ccc2c1C(C)(C)O
3: CCn1cc(C(=O)Nc2ccc(C)cc2C)c(=O)c2ccc(C)nc21
4: CC(=O)Nc1cccc(NC(=O)CSc2nnc(NC(=O)C3CC3)s2)c1
5: Fc1c(F)c(-n2nnc3ccccc32)c(F)c(F)c1Cl

assay / compound	1	2	3	4	5
AMA1 RON2 block	53%[activator]	-4%	x	7%	7%
Sm TGR inh	0%	-12%	8%[57.1 µM]	4%	-15%
AmpC inh detg	3%	-4%	-14%	-2%	1%
HCMV inh	-87*	-26	x	-12	17
FBPA Giardia inh	-20%	-1%	-10%	-12%	-1%
HCV inh	u	-1%	x	3%	u

6: Cc1ccc(CNC(=O)CSc2ccsc2[N+](=O)[O-])cc1
7: O=C(/C(N=Nc1cccc([N+](=O)[O-])c1)=C(/O)c1ccc(Br)cc1)C(F)(F)F
8: CCSc1nc2c(c(=O)[nH]1)C(c1ccc(C)cc1)C1=C(CCCC1=O)N2 (centres undefined)
9: CCN(CC)C(=O)c1cn(CC)c(=O)c2cc(OC)c(OC)cc12
10: COc1ccccc1NC(=S)N(Cc1cccnc1)Cc1ccccc1Cl

assay / compound	6	7	8	9	10
AMA1 RON2 block	26%	x	12%	-12%	-20%
Sm TGR inh	u	12%	5%	-4%	6%
AmpC inh detg	-5%	7%	-16%	1%	3%
HCMV inh	-1	x	34	-13	-15
FBPA Giardia inh	0%	6%	1%	4%	-4%
HCV inh	-3%	x	-2%	1%	u

11: COc1ccc(NC(=O)Cc2coc3cc(C)c(C(C)C)cc23)cc1S(=O)(=O)N1CCOCC1
12: CCCn1c(=NC(C)=O)c(C(=O)OCC)cc2c(=O)n3ccccc3nc21
13: CCC(=O)N1CCc2cc(Br)cc(S(=O)(=O)N3CCC(C(=O)Nc4ccccc4F)CC3)c21
14: Cc1ccc(CNC(=O)c2csc3c2CCCCC3)cc1
15: Cc1ccc2nccc(C(=O)N3CCCC(Nc4ccc(C)c(C)c4)C3)c2c1 (centres undefined)

assay / compound	11	12	13	14	15
AMA1 RON2 block	2%	0%	x	6%	-11%
Sm TGR inh	-31%	2%	7%	-1%	u
AmpC inh detg	-1%	1%	17%	-4%	-9%
HCMV inh	-67*	7	-6	-29	2
FBPA Giardia inh	-21%	-2%	x	0%	x
HCV inh	7.1µM*	-22%	x	8%	18%

16: COc1ccc(-c2noc(N3CCC(C(=O)NCCCN4CC(C)CC(C)C4)CC3)n2)cc1 (centres undefined)
17: CCc1nnc(NC(=O)c2cc(S(=O)(=O)N3CCCCC3)ccc2N2CCOCC2)s1
18: CCOc1ccc2nc(SCCNS(=O)(=O)c3ccccc3)sc2c1
19: O=[N+]([O-])c1ccc(Oc2cnc3ccccc3n2)cc1
20: S=C(NCc1ccco1)N/N=C/c1ccncc1

assay / compound	16	17	18	19	20
AMA1 RON2 block	-3%	21%	-19%	3%	54%[activator]
Sm TGR inh	0%	15%	6%	3%	-5%
AmpC inh detg	-11%	0%	u	-7%	5%
HCMV inh	-25	-38	-11	-63*	-19
FBPA Giardia inh	0%	3%	4%	-1%	-21%
HCV inh	u	21%	u	-17%	-8%

21: C=CCc1c(C)c(C#N)c2nc3ccccc3n2c1N1CCCCC1
22: c1cc2c(cc1-c1cnc3n1CCC3)OCCO2
23: CCc1ccc(-c2csc3[n+]2CCN3C(C)=O)cc1
24: COc1cccc(CNC(=O)CN2C(=O)COc3ccc(S(=O)(=O)N4CCOCC4)cc32)c1
25: Cc1nnc(NC(=O)C2CCN(S(=O)(=O)c3cc([N+](=O)[O-])ccc3Cl)CC2)o1

assay / compound	21	22	23	24	25
AMA1 RON2 block	7%	-2%	37%[activator]	8%	-1%
Sm TGR inh	-13%	-4%	1%	-8%&8%	35µM*
AmpC inh detg	-4%	u	-4%	0%&16%	1%
HCMV inh	60	u	-10	0&12	u
FBPA Giardia inh	8%	0%	3%	x	x
HCV inh	u	10µM*	u	-8%	13%

26: O=C(c1ccccc1)N1CCN(CC(O)COCC2CC=CCC2)CC1 (centres undefined)
27: O=C(c1ccccc1)c1ccc(OCCOCCN2CCN(Cc3ccccc3)CC2)cc1
28: COc1ccc(C(=O)CSc2nnc(-c3cc(C)cc(C)c3)o2)cc1
29: COc1ccc(N2CC(C(=O)N/N=C/c3c[nH]c4ccccc34)CC2=O)cc1 (centres undefined)
30: COCCOC(=O)C1=C(C)NC2=C(C(=O)CCC2)C1c1ccc(N(C)C)cc1 (centres undefined)

assay / compound	26	27	28	29	30
AMA1 RON2 block	-7%	u	5%	-8%	-6%
Sm TGR inh	-25%	x	-30%	6%	0%
AmpC inh detg	-15%	1%	-14%	-15%	-4%
HCMV inh	35	-26	-10	-21	-2
FBPA Giardia inh	-9%	u	4%	1%	-22%
HCV inh	16%	14µM*	u	5%	20%

31: O=C(O)c1ccc(CNC(=O)C23CC4CC(CC(C4)C2)C3)cc1
32: COc1ccc(CC(=O)Nc2ccc(OC)c(NC(=O)c3ccco3)c2)cc1
33: O=C(Nc1ncccc1Cl)C1COc2ccccc2O1 (centres undefined)
34: Clc1ccc(C[n+]2csc3ccccc32)cc1
35: COc1cccc(OC)c1C(=O)OCCCOC(=O)c1c(OC)cccc1OC

assay / compound	31	32	33	34	35
AMA1 RON2 block	4%	-26%	3%	-20%	-3%
Sm TGR inh	2%	-3%	-1%	4.5µM*	-23%
AmpC inh detg	-1%	-6%	2%	-9%	0%
HCMV inh	-20	-3	-38	28	-8
FBPA Giardia inh	6%	-1%	-1%	-6%	x
HCV inh	10%	u	18%	u	x

36: Nc1nonc1-c1nc2ccccc2[nH]1
37: CCOC(=O)CC1CCCCN1C(=O)c1cc(COc2cccc3cnccc23)on1 (centres undefined)
38: O=C(N/N=C/c1ccccn1)NC12CC3CC(CC(C3)C1)C2
39: CSc1nc(Cl)c(C#N)c(-c2ccc(C)cc2)n1
40: CCOC(=O)C1CCCN(S(=O)(=O)c2ccc(S(N)(=O)=O)cc2)C1 (centres undefined)

assay / compound	36	37	38	39	40
AMA1 RON2 block	6%	-4%	36%[activator]	-6%	-16%
Sm TGR inh	u	1%	-12%	-30%	0%
AmpC inh detg	1%	2%	-1%	5%	-1%
HCMV inh	10	-87*	20	u	-34
FBPA Giardia inh	1%	-13%	20%	-15%	4%
HCV inh	5%	2.2µM*	12%	13%	u

41: CCCn1cc(CN2CCC(Cc3cccc(F)c3)(C(=O)OCC)CC2)c(C)n1
42: Cc1ccc(C(=O)O/N=C/c2ccc(N(C)C)cc2)cc1
43: O=C(c1cnn2c1NC(c1ccc(Br)cc1)CC2C(F)(F)F)N1CCN(C23CC4CC(CC(C4)C2)C3)CC1 (centres undefined)
44: Cc1ccc(NC(=O)c2cncc(Br)c2)c(O)c1
45: Cc1cc(Br)ccc1NC(=O)c1ccco1

assay / compound	41	42	43	44	45
AMA1 RON2 block	7%	6%	0%	4%	2%
Sm TGR inh	0%	11%	-15%	x	7%
AmpC inh detg	4%	4%	-14%	4%	-13%
HCMV inh	-1	u	109	45	-7
FBPA Giardia inh	2%	-1%	1%	0%	9%
HCV inh	u	1%	-6%	16%	u

46: CC(=O)N1CCc2cc(Br)cc(S(=O)(=O)N3CCc4ccccc43)c21
47: Cc1c(NC(=O)CSc2nnc(Nc3ccccc3)s2)c(=O)n(-c2ccccc2)n1C
48: O=C1Nc2ccccc2C1=Nc1ccc(S(=O)(=O)Nc2nccs2)cc1
49: CC(=O)N1CCN(C(=O)c2ccc3oc(CCCc4ccccc4)nc3c2)CC1
50: Cc1ccc(NC(=O)Nc2nnc(-c3ccncc3)s2)cc1C

assay / compound	46	47	48	49	50
AMA1 RON2 block	1%	1%	-17%	1%	-5%
Sm TGR inh	0%	-19%	-5%	0%	4%
AmpC inh detg	-8%	0%	0%	0%	-7%
HCMV inh	-6	-1	21	-2	-92*
FBPA Giardia inh	-5%	2%	-12%	18%	4%
HCV inh	10%	-13%	17%	14%	u

51: O=C(Nc1nnc(S(=O)(=O)N2CCN(c3ccc(F)cc3)CC2)s1)c1ccco1
52: COc1ccc(CCNC(=O)C2=COCCO2)cc1
53: COc1ccc2c(c1)c1c(c(=O)n(-c3cccc(C)c3)c(=O)n1CC(=O)Nc1c(C)cc(C)cc1C)n2C
54: C=CCn1c(-c2ccccc2OC)n[nH]c1=S
55: O=C(Nc1nc2c(s1)CN(Cc1ccccc1)CC2)c1c(F)cccc1F

assay / compound	51	52	53	54	55
AMA1 RON2 block	0%	4%	x	18%	-2%
Sm TGR inh	u	-8%	4%	u	u
AmpC inh detg	0%	2%	5%	u	-11%
HCMV inh	-39	42	25	128	35
FBPA Giardia inh	x	4%	x	-24%	-20%
HCV inh	20%	4%	x	4%	-2%

Part of the list above, bar-delimited.
entry | SMILES | AMA1 RON2 block | Sm TGR inh | AmpC inh detg | HCMV inh | FBPA Giardia inh | HCV inh
10 | COc1ccccc1NC(=S)N(Cc1cccnc1)Cc1ccccc1Cl | -20% | 6% | 3% | -15 | -4% | u
11 | COc1ccc(NC(=O)Cc2coc3cc(C)c(C(C)C)cc23)cc1S(=O)(=O)N1CCOCC1 | 2% | -31% | -1% | -67* | -21% | 7.1µM*
12 | CCCn1c(=NC(C)=O)c(C(=O)OCC)cc2c(=O)n3ccccc3nc21 | 0% | 2% | 1% | 7 | -2% | -22%
13 | CCC(=O)N1CCc2cc(Br)cc(S(=O)(=O)N3CCC(C(=O)Nc4ccccc4F)CC3)c21 | x | 7% | 17% | -6 | x | x
14 | Cc1ccc(CNC(=O)c2csc3c2CCCCC3)cc1 | 6% | -1% | -4% | -29 | 0% | 8%

Remaining list, next part.
56: CC(C)(C)C(=O)COC(=O)c1cc2ccccc2cc1O
57: CCCCNC(=O)CCCCCNS(=O)(=O)c1ccc(OC)cc1
58: Cc1cc(NC(=O)CSCC(=O)N(C)Cc2c(F)cccc2Cl)no1
59: Cc1nn(-c2ccccc2)c(Cl)c1C1C(C#N)=C(N)OC2=C1C(=O)CCC2 (centres undefined)
60: CC(=O)N1c2c(cc(Br)cc2S(=O)(=O)N2CCN(c3ccccn3)CC2)CC1C (centres undefined)
61: COc1cccc(-c2nc3c(c(SCc4ccccc4)n2)Cc2c(CO)cnc(C)c2O3)c1

assay / compound	56	57	58	59	60	61
AMA1 RON2 block	-4%	4%	27%	4%	4%	x
Sm TGR inh	-3%	-26%	4%	-16%	4%	-19%
AmpC inh detg	-7%	-6%	9%	u	0%	19%
HCMV inh	75	18	-10	25	-16	-33
FBPA Giardia inh	2%	8%	x	-21%	7%	x
HCV inh	7%	x	14%	-5%	-22%	x
